# Compound activity from PubChem BioAssay.
# CAL PDZ FP-1: CAL PDZ peptide-binding inhibitors, primary screen, biochemical, fluorescence polarization, Cer-tagged CAL PDZ, HTS; actives 0.02% (n = 330,000); AID 504414, 2011; inhibition, % at 20 µM; Golgi-associated PDZ and coiled-coil motif-containing protein (Homo sapiens), Q9HD26; purified CAL PDZ, TMR-peptide fluorescence polarization, 1 h;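 active means highest replicate inhibition of at least 40%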;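 further: plate controls were DMSO neutral control wells for no effect and unlabeled competitor peptide control wells for full effect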
#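 Material: tagged CAL PDZ protein CerCALP, purified; buffer or medium: sodium phosphate/NaCl buffer pH 7.4 with TCEP, IgG, Thesit; also added: fluorescent TMR peptide probe; schedule: 1 h incubation at room temperature before polarization reading; technique: fluorescence polarization from S- and P-plane intensities, G-factor corrected; control set: unlabelled peptide and DMSO controls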
# MITF act: activators of MITF-driven TRPM1 promoter reporter, primary screen, cell-based, SK-MEL-5, luciferase, single point; SK-MEL-5 TRPM1-promoter luciferase, 24 h; % of positive control, neutral wells = 0; actives 0.75% (n = 300,000); activation, % at 12.5 µM;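 active means mean activation of at least 80% with every replicate also reaching 80%; inconclusive means mean reaches 80% but some replicate falls short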;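 further: 0% = neutral control wells and 100% = parthenolide positive control wells; values of inactives mirror those of a sister screen read the other way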
# PvdQ inh: P. aeruginosa PvdQ acylase inhibitors, primary screen, biochemical, fluorescence, plate reader and imaging, single point; PvdQ acylase [Pseudomonas aeruginosa LESB58]; purified PvdQ acylase; inhibition, % at 10 µM; actives 0.063% (n = 340,000); AID 488965, 2010; in the data active means inhibition above about 30%, passing the limit was not always enough; inconclusive means no clear call, values can overlap the other calls;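 further: 0% = vehicle neutral wells and 100% = reference inhibitor wells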
# Rtt109 HAT inh: inhibitors of C. albicans Rtt109/Vps75 HAT, primary screen, biochemical, ThioGlo CoA-SH fluorescence, plate reader. Histone acetyltransferase RTT109 (Candida albicans (strain SC5314 / ATCC MYA-2876)), …. purified Rtt109/Vps75, 4 h. inhibition, % at 34.9 µM. actives 0.16% (n = 330,000). AID 540336, 2011;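 active means inhibition of at least 50% in every replicate; inconclusive means best replicate reaches 50% inhibition but some replicates fall short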
# SR-BI DiI-HDL act: activators of SR-BI mediated DiI-HDL uptake, primary screen, ldlA[mSR-BI] CHO cells, DiI fluorescence; actives 0.096% (n = 320,000); 3 h; 100 = double the neutral-control signal; activation, % at 12.5 µM;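 active means mean replicate activation of at least 60% and every replicate at or above 60%; inconclusive means mean or all-replicate condition met, but not both; inactive means mean below 60% and not all replicates reaching 60%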;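 further: 0% = median plate neutral-control signal and 100% = twice that signal; values of inactives mirror those of a sister screen read the other way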
#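 Assay system: CHO ldlA[mSR-BI] cells, LDL receptor-null, SR-BI overexpressing; medium: Ham's F12 with 0.5% BSA, HEPES 25 mM, pH 7.4; also added: DiI-HDL 10 µg/mL; timing: 3 h uptake period with compound, 37 °C; signal: DiI fluorescence, bottom read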
# PfHsp90 set2: growth inhibition of PfHsp90-expressing yeast, primary screen, antimalarial PfHsp90 inhibitor project, S. cerevisiae, BacTiter-Glo luminescence, single point, set 2; BacTiter-Glo ATP, 48 h; yeast lacking PDR1 and PDR3 efflux regulators; inhibition, % at 9.4 µM; actives 0.32% (n = 310,000); AID 504621, 2011;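 active means every replicate shows inhibition above about 80%, whatever the replicate mean, limit read from the data; inconclusive means mean inhibition reaches the set limit but some replicate falls short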;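 further: 0% = DMSO neutral controls and 100% = 20 µM radicicol positive controls; yeast relying on Plasmodium falciparum Hsp90 in place of its own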
# dFosB act: activators of delta FosB homodimer, primary screen, biochemical, fluorescence polarization, TAMRA-CDK5 oligo, single point; actives 0.99% (n = 340,000); Protein FosB (Mus musculus), P13346; AID 493131, 2011; activation, % at 25 µM; purified delta FosB; percent of positive-control signal above neutral wells;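 active means mean activation above about 17%, with every replicate also reaching it, limit read from the data, passing the limit was not always enough; inconclusive means only one of the two conditions met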;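 further: fluorescence polarization rise as delta FosB binds a TAMRA Cdk5 AP-1 oligo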
# SR-BI HDL uptake: inhibitors of SR-BI mediated HDL lipid uptake, primary screen, ldlA[mSR-BI] cells, fluorescence, single point; ldlA[mSR-BI] CHO cells, DiI-HDL uptake fluorescence, 3 h; inhibition, % at 12.5 µM; actives 0.96% (n = 320,000); AID 488896, 2010;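 active means mean replicate inhibition of at least 70% and a set share of replicates each scoring 70 or more; inconclusive means meets just one of the two criteria; inactive means fails both criteria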;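 further: 0% = median of neutral control wells and 100% = median of positive control wells; values of inactives mirror those of a sister screen read the other way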
# NSD2 HMT inh: NSD2 histone methyltransferase inhibitors, primary screen, biochemical, AlphaScreen, single concentration, set 2; NSD2 peptide methylation, 120 min; inhibition, % at 12.5 µM; actives 0.54% (n = 310,000); in the data active means inhibition above about 50%
# Target sequence (O96028 whole entry, looked up): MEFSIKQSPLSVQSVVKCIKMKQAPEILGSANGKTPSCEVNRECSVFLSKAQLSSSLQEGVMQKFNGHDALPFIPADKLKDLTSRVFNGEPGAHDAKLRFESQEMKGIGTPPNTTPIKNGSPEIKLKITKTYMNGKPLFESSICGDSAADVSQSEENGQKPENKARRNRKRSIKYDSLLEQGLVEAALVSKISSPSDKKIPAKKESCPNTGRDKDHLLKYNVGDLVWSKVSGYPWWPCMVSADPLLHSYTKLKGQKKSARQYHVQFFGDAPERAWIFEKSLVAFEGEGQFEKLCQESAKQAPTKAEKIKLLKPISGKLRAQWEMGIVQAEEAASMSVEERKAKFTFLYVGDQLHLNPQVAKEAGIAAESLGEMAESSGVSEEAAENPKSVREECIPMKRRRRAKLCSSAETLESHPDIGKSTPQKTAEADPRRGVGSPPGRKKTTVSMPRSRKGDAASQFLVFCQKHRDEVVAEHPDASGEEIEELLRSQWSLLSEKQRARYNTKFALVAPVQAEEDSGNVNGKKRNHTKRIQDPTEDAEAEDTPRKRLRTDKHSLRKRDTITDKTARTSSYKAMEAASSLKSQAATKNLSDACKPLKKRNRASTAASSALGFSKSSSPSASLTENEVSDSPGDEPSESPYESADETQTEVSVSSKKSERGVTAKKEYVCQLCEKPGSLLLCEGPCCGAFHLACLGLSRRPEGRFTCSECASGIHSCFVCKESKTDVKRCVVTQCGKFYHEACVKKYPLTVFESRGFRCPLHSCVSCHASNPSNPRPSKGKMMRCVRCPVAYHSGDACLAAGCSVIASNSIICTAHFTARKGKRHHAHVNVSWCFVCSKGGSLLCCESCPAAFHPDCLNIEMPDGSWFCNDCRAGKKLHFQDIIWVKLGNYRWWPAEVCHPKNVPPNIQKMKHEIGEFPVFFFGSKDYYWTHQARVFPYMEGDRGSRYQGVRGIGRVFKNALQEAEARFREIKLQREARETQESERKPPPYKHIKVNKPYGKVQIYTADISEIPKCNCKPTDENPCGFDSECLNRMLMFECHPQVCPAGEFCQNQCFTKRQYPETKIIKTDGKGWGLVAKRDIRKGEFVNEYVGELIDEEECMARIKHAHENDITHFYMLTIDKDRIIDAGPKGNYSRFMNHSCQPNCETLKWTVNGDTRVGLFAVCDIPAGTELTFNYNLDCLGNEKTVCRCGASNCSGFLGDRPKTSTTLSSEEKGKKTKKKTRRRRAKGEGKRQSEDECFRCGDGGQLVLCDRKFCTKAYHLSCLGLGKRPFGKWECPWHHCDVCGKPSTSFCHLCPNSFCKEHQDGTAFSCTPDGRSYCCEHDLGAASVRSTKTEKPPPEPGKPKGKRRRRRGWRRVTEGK
# CAL PDZ FP-2: untagged CAL PDZ binding inhibitors, primary screen, biochemical, fluorescence polarization, HTS | purified CAL PDZ, TMR-peptide fluorescence polarization, 1 h | actives 0.92% (n = 300,000) | inhibition, % at 24.9 µM | Golgi-associated PDZ and coiled-coil motif-containing protein (Homo sapiens), Q9HD26 | AID 602252, 2012;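 active means mean inhibition of at least 30% with at least half of replicates also reaching 30%; inconclusive means no clear call, values can overlap the other calls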;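 further: 0% = DMSO neutral control and 100% = excess unlabeled competitor peptide PRC23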
# Numbers without * were called inactive; ? = inconclusive; · = not tested or not shown.
SMILES,CAL PDZ FP-1,MITF act,PvdQ inh,Rtt109 HAT inh,SR-BI DiI-HDL act,PfHsp90 set2,dFosB act,SR-BI HDL uptake,NSD2 HMT inh,CAL PDZ FP-2
O=C(CCC(=O)OCC(=O)c1ccc(Br)cc1)Nc1cccc2cccnc12,-3.1,·,3,32,27,3,-3,-27,-1,-6
O=C(COC(=O)C1CCN(c2ccc(C(F)(F)F)cn2)CC1)Nc1ncc(Cl)cc1Cl,-0.5,-1,6,-3,1,-10,2,-1,1,-2
COc1ccc(S(=O)(=O)N2CCOCC2)cc1NC(=O)C1CC1,0.1,1,1,-1,-3,-1,-3,3,-1,2
CS(=O)(=O)N1CCN(c2ccccc2NC(=S)NC(=O)c2cccs2)CC1,-0.8,2,-10,-6,-53,-39,-9,53,-2,-1
CC(C)C12CN3CC(C(C)C)(CN(C1)C3(C)C)C2=O,-2.4,-4,9,-6,10,0,3,-10,-8,-3
COc1cccc(OCC(=O)NNC(=O)C(=O)N2CCCC2)c1,-0.5,6,-20,3,39,-28,-1,-39,-5,5
COc1ccc(-c2ccnc3cc(C(=O)O)nn23)cc1,-1.0,0,-8,-14,4,3,0,-4,15,0
CCOc1ccc(NC(=O)Cn2nnc(C(=O)NCc3ccco3)c2N)cc1,0.1,7,10,0,1,25,6,-1,·,-3
O=C(O)c1ccccc1NC(=O)c1ccccc1Nc1ccccc1,·,5,11,-2,-26,3,2,26,8,-5
O=C(Cn1[nH]c(=O)c2ccccc2c1=O)OCC(=O)c1ccc(F)c(F)c1,0.6,-4,-3,3,4,-51,-7,-4,-1,·
CC(NC(=O)N(Cc1ccccc1)Cc1ccc2c(c1)OCO2)(C(F)(F)F)C(F)(F)F,-0.2,·,14,7,-8,-11,-2,8,-2,-1
COc1ccc(CNC(=S)Nc2ccccc2-c2ccccc2)cc1,-1.5,-6,-6,-1,-20,·,-14,20,·,1
CCOC(=O)N1CCC(NC(=O)C(Cc2ccccc2)NC(=O)c2ccco2)CC1 (configuration not stated),0.4,·,1,-15,17,·,4,-17,-3,-5
COc1ccc(CN2CCCC(C(=O)c3ccc4c(c3)OCO4)C2)c(F)c1 (configuration not stated),-0.4,6,-9,-17,22,-3,-4,-22,8,·
COc1ccccc1NS(=O)(=O)c1cc(NC(=O)c2ccc(NC(C)=O)cc2)ccc1N1CCOCC1,-2.5,13,-13,9,-18,-53,10,18,0,-13
CCOCCCN1CN(S(=O)(=O)c2ccc(Cl)cc2)c2nc3ccccc3nc21,-0.1,18,-3,-6,·,-3,-5,-13,-1,-2
COC(=O)c1sc(NC(=O)c2cc(-c3ccccc3)nc3ccccc23)c(C#N)c1C,-0.4,-46,11,-3,-51,·,-7,51,·,-4
CCc1ccc(OCC(O)CN2CCC(CN3C(=O)c4cccc5cccc(c45)C3=O)CC2)cc1 (configuration not stated),-2.7,-57,-9,6,-26,18,3,26,1,0
O=C(C1=C[C@@H](c2csc3ccccc23)C[C@@H](OCc2ccc(CO)cc2)O1)N1CCN(Cc2ccc3c(c2)OCO3)CC1,-1.5,-21,-7,-7,-17,12,-1,17,·,-1
COc1ccc(NC(=O)C(NC(=O)CC2NC(=O)NC2=O)c2ccccc2)cc1 (configuration not stated),0.4,5,3,2,14,-18,3,-14,0,1

# Results in dFosB act, for some of the entries so far:
Molecule,dFosB act
CC(NC(=O)N(Cc1ccccc1)Cc1ccc2c(c1)OCO2)(C(F)(F)F)C(F)(F)F,-2
COc1ccc(CNC(=S)Nc2ccccc2-c2ccccc2)cc1,-14
CCOC(=O)N1CCC(NC(=O)C(Cc2ccccc2)NC(=O)c2ccco2)CC1 (configuration not stated),4

# Other records follow:
SMILES,CAL PDZ FP-1,MITF act,PvdQ inh,Rtt109 HAT inh,SR-BI DiI-HDL act,PfHsp90 set2,dFosB act,SR-BI HDL uptake,NSD2 HMT inh,CAL PDZ FP-2
CCOc1ccc(NCCC(O)c2ccc(F)cc2)cc1 (configuration not stated),0.2,·,-8,5,0,0,3,0,8,0
CCOCCCNC(=S)N(CCO)Cc1cc2cc3c(cc2[nH]c1=O)OCCO3,-0.2,-1,-5,-2,5,-7,-7,-5,0,·
CCOC(=O)c1cnn(-c2ccccc2)c1-n1cccc1C(=O)C(=O)Nc1ccccc1,-0.5,41,-12,5,2,3,2,-2,19,1
CN(C)S(=O)(=O)c1ccc(C(=O)Nc2ccccc2F)cc1,0.4,14,8,-12,18,-38,4,-18,-1,-2
C(=N\Nc1nc2ccccc2[nH]1)/c1ccccn1,-1.9,-82,-6,-8,-7,26,-1,7,-6,-3
COc1cccc(CNC(=O)C2CCCN(S(=O)(=O)c3ccc4c(c3)C(C)(C)C(=O)N4C)C2)c1 (configuration not stated),-1.5,0,-18,-17,1,-20,-6,-1,·,·
Cc1ccc(Cl)cc1NC(=O)c1ccc(Cn2cc(Cl)cn2)cc1,-2.8,2,-10,-1,-13,22,-1,13,-2,0
CC12CCC(=O)N1C(C(=O)Nc1nc3ccccc3s1)CS2 (configuration not stated),-1.7,10,0,-1,0,6,-5,0,-4,·
CCCN(CCC)C(=O)c1cc2c(=O)n3cccc(C)c3nc2s1,-4.1,-14,-18,7,-57,-25,-3,57,-19,-6
CC1CCCCC1NC(=O)Cn1cccc1C(=O)c1ccccc1 (configuration not stated),-0.7,18,-16,-14,0,-17,-9,0,-1,-5
CCOC(=O)C1CCN(Cc2c(C(=O)N3CCOCC3)nc3c(C)cccn23)CC1,-2.5,6,-2,-16,25,12,-14,-25,1,-6
COc1ccccc1Nc1ncc(C(C)=O)c(C)n1,-0.9,23,-12,-23,0,13,0,0,-3,-1
COC(=O)C1=C(O)/C(=C\c2ccc(OCC(=O)Nc3ccccc3)cc2)N=C1C,-2.8,9,-15,3,19,-50,7,-19,1,-4
Cc1cc(C)cc(NC(=O)CN2C(=O)c3ccccc3C2=O)c1,-0.5,-13,2,2,-3,-5,4,3,-5,-5
O=c1c2ccccc2c(C=Nc2cccc(O)c2)c(O)n1-c1ccc2c(c1)OCO2,-1.0,-22,-12,-5,-70,1,-22,?,0,-4
Cc1cc(C)n(CCC(=O)N2CCCC(N3CCN(c4cccc(Cl)c4)CC3)C2)n1 (configuration not stated),-1.2,-1,-12,6,-7,5,-8,7,-1,0
O=C(NNC(=O)c1ccc(-n2cncn2)c([N+](=O)[O-])c1)c1ccccc1,-1.0,7,-5,3,15,8,2,-15,-3,0
Cc1ccc(NC(=O)c2ccc([N+](=O)[O-])o2)cc1S(=O)(=O)N1CCOCC1,0.0,-83,-13,-2,-23,-4,-5,23,10,1
c1cnc(NC2C3CC4CC(C3)CC2C4)nc1 (configuration not stated),-1.7,-1,-3,1,26,6,5,-26,-3,-2
CC(Oc1ccccc1Cl)C(=O)Nc1ccccc1C(=O)N1CCOCC1 (configuration not stated),-2.6,6,-18,-6,16,9,2,-16,-2,-4
COc1ccccc1C=NC(CO)C(O)c1ccc([N+](=O)[O-])cc1 (configuration not stated),-1.7,11,-7,-5,·,18,2,·,0,3
CC1(C)Cc2c(sc3nc(SCC(=O)O)[nH]c(=O)c23)CO1,·,-2,-4,-6,-15,·,0,15,1,-4
CC1CCCCN1CCCNC(=O)c1c(O)nc2ccccn2c1=O (configuration not stated),0.5,4,-8,-5,12,-9,4,-12,-2,5
O=C1CCc2cc(NS(=O)(=O)c3ccccc3)cc3c2N1CC3,-3.1,14,25,16,-13,·,-2,13,1,-3
Cc1ccccc1CN(C)C(=O)CNC(=O)c1ccc2ccccc2c1,-1.1,15,-13,-9,·,24,-8,·,-3,-2
Nc1cc(S(=O)(=O)Nc2ccccc2Cl)ccc1N1CCOCC1,-2.3,2,-13,-3,·,2,-10,·,1,0
COc1ccc(CCNC(=O)C2(C)CCC(=O)N2Cc2ccc(C)cc2)cc1OC (configuration not stated),0.4,2,-10,1,-25,34,0,25,0,2
COc1ccc(/C=C/C(=O)NCCOc2ccccc2OC)cc1,-0.9,2,-10,0,-14,6,-2,14,0,0
C(=N\Nc1ccc2ccccc2n1)/c1ccc2c(c1)OCO2,0.5,-27,-1,-4,-7,17,?,7,-2,-7
Cc1ccc(-c2noc(C3CCCCC3)n2)cc1,-0.2,167*,-10,2,-15,-7,-1,15,25,-3
Cc1c(C(=O)OCC(=O)NCCc2ccc(S(N)(=O)=O)cc2)oc2ccccc12,-0.9,10,-4,6,-8,4,1,8,1,1
CC(=O)c1sc(Nc2nc(C)cc(C)n2)nc1C,-2.0,·,5,-4,22,·,-10,-22,1,3
O=C(O)c1cc(S(=O)(=O)N2CCN(S(=O)(=O)c3ccccc3)CC2)ccc1Cl,1.1,4,-9,-2,·,-19,5,·,0,-3
Cc1ccc(-n2nnc(-c3cnc4ccccc4c3)n2)cc1,-0.7,-6,-5,-6,12,-6,3,-12,·,-5
CC(C)CN(CC(C)C)C(=O)CN1C(=O)NC2(CCCc3ccccc32)C1=O (configuration not stated),0.5,5,1,-17,-8,9,-6,8,1,0
Cc1ccc(C)c(C(=O)c2ccccc2NC(=O)c2ccccn2)c1,0.8,-8,-10,1,13,-25,0,-13,1,-2
COc1ccccc1OCCn1cc(/C=C(\C#N)C(=O)NCc2cccs2)c2ccccc21,0.0,-2,-1,-1,13,2,-3,-13,0,-1
COc1ccc([C@H]2CC(=O)C=C(c3cc(Cl)cc(Cl)c3)C2)cc1,-0.6,15,-2,-3,-54,16,1,54,·,1
Cc1ccc(S(=O)(=O)CCN2C=CC(C(F)(F)F)=NCC2)cc1,0.7,·,-11,-21,4,-17,-9,-4,-4,·
